Nrf2 activator = qHTS of Nrf2 Activators; 410,000 tested, 0.31% active; Potency, µM (doses to about 46.1 µM), inactives show at the highest dose activation, actives largely listed as activators; AREc32 ARE-luciferase reporter (MCF7-derived line), luminescence, 24 h; note: potency is the fitted concentration of half-maximal effect; % of control where 0% means no effect; nearly all actives have a fitted effect of over 65% in size
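Cells of the AREc32 ARE-luciferase line are plated in OPTI-MEM containing 5% FBS and left overnight at 37 deg C. Compounds are pinned in, incubation continues 24 hr, and firefly luciferase signal is then measured.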
Mm-Cpn inhibitor = Inhibitors of TCP-1 ring complex (TRiC) of Methanococcus maripaludis (MmCpn): qHTS. AID 504842, 2011. purified Mm-Cpn ATPase, ADP Transcreener TR-FRET. Potency, µM (series often up to 76.9 µM), for inactives: at the highest dose activity, negative = inhibition, most hits filed as inhibitors. 330,000 tested, 0.031% active; note: potency is the fitted concentration of half-maximal effect; % is set by controls: 0 for no effect and ±100 for the full control effect; nearly all actives have a fitted effect of over 80% in size
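Reaction buffer contained 30 mM Tris pH 7.4, 100 mM KCl, 5 mM MgCl2 and 1 mM DTT. Mm-CPN (25 nM final) hydrolysed 10 uM ATP over 30 min at 37°C; ADP was read by HTRF.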
TGFb SMAD3 inh = qHTS for Inhibitors of TGF-b; HepG2 CAGA-GFP TGF-b/SMAD3 reporter, GFP fluorescence, 18 h; TGF-beta stimulated, 500 pg/mL final; 410,000 tested, 1.2% active; Potency, µM (top dose mostly 46.1 µM), inactives show top-dose activity, negative = inhibition, most hits filed as inhibitors; note: potency is the fitted concentration of half-maximal effect; % is set by controls: 0 for no effect and ±100 for the full control effect; nearly all actives have a fitted effect of over 65% in size
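Read-out: total well GFP (ex488/em500-530) summed from mean per-cell fluorescence. Cells: HEPG2 CAGA-GFP, 1% FBS DMEM, 18 h at 37 degrees C with 500 pg/mL final TGF-beta. Unstimulated wells served as the full-inhibition control; stimulated DMSO wells = 0%.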
Akt phos inh = HTS Assay for Inhibitors of Akt Phophorylation: Primary Screen; 360,000 tested, 0.32% active; Neuro2A IGF-stimulated pAkt S473 HTRF, 20 min; hits give low values; AID 651550, 2012; activity change, % for hits at 50 µM; in the data active = activity change below about -80%; inconclusive = mostly about -51% to -80%; note: % is set by controls: 0 for no effect and ±100 for the full control effect
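Single-point screen (50 µM final compound) in Neuro2A cells stimulated 20 min with 6 nM IGF at 37 deg C. After lysis, Ser473-phosphorylated Akt read by HTRF (ex 330 nm, em 615/665 nm) as the 665/615 ratio.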
HepG2 viability = qHTS for Inhibitors of TGF-b: Cytotox Counterscreen. AID 588856, 2011. Potency, µM (top dose mostly 46.1 µM), for the others: at the highest dose activity change, negative = cytotoxicity, most hits filed as cytotoxic. HepG2 CAGA-GFP viability, ATP luminescence, 18 h. 410,000 tested, 0.76% active; note: potency is the fitted concentration of half-maximal effect; some results filed as inactive show a strong effect at the top dose
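CellTiter-Glo luminescence gave cytotoxicity after 18 hours at 37 degrees C. The cells were HepG2 CAGA-GFP in 1% FBS DMEM, stimulated with 500 pg/mL TGF-beta after compound addition. %Activity was normalised to no-cell wells (complete cell-killing) and DMSO (no toxicity), and curves were fitted and classified.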
CCT chaperon mod = High-Throughput Screening for Modulators of Cytosolic Chaperonin Activity; activity change, % (no concentration beside the values), hits read low; purified chaperonin ATPase assay, HTRF ADP detection, 30 min; 360,000 tested, 0.3% active; AID 651819, 2012; in the data active = activity change below about -30%; note: % is set by controls: 0 for no effect and ±100 for the full control effect
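First, chaperonin was dispensed at 40 nM or 20 nM final depending on batch activity. Next, compounds were pinned at 76 uM and ATP added at 10 uM. After 30 min at 37 °C, ADP detection reagents ran 30 min at ambient temperature.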
Nrf2 inh = Nrf2 qHTS screen for inhibitors; 360,000 tested, 2.1% active; Potency, µM (titrated, usually from 46 µM), inactives show at the highest dose activity change, negative = inhibition, usual class: inhibitors; A549 ARE-Fluc reporter, luciferase luminescence, 18-24 h; note: potency is the fitted concentration of half-maximal effect; % is set by controls: 0 for no effect and ±100 for the full control effect; nearly all actives have a fitted effect of over 60% in size
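Quantitative HTS in A549 cells stably bearing an antioxidant response element-firefly luciferase construct. Inhibition of Nrf2-driven transcription was scored by luminescence after 18-24 h of compound exposure at 37 °C.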
Abeta yeast res = qHTS for compounds that reverse cellular toxicity of Amyloid beta (A-beta) peptide in yeast: Primary Screen | yeast expressing A-beta42, growth rescue, OD600, 48 h; response scale: 0% DMSO, 100% iron-clioquinol control | Potency, µM (top dose mostly 46.1 µM), for inactives: at the top dose growth rescue, usual class: activators | 410,000 tested, 0.063% active | AID 1347071, 2019; note: potency is the fitted concentration of half-maximal effect; nearly all actives have a fitted effect of over 55% in size
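Growth rescue measured by 600 nm absorbance after 48 h yeast culture at 30 C with compound. Values normalized between DMSO and an equimolar ferric chloride plus clioquinol control.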
A549 tox = Nrf2 qHTS screen for inhibitors: counterscreen for cytotoxicity; A549 ARE-Fluc cells, CellTiter-Fluor viability, 18-24 h; Potency, µM (titrated, usually from 46 µM), without a hit: at the top dose activity change, negative = cytotoxicity, usual class: inhibitors; 390,000 tested, 0.16% active; AID 504648, 2011; note: potency is the fitted concentration of half-maximal effect; % is set by controls: 0 for no effect and ±100 for the full control effect
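A549 ARE_Fluc cells in 5% FBS OPTI-MEM were exposed to compounds in concentration-response for 18-24 h at 37 deg C. Viability was read by CellTiter-Fluor fluorescence (Ex 405/Em 525) after 30 min, before the luciferase read.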
Numbers without * were called inactive; i = inactive; ? = inconclusive; / = not tested or not shown; & = joins results of further samples; [ ] = remark or other dose. Unless noted, calls come from the whole dose curve; as a rule, active = well fitted curve in the direction sought with a large enough effect; inconclusive = small, poorly fitted or top-dose-only effect, or another doubt; inactive = no such curve, though single readings can be large; an effect the other way counts as inactive or inconclusive.

SMILES	Nrf2 activator	Mm-Cpn inhibitor	TGFb SMAD3 inh	Akt phos inh	HepG2 viability	CCT chaperon mod	Nrf2 inh	Abeta yeast res	A549 tox
Cc1cccc(C)c1NC(=O)CNC(=O)C(C)N(C)CC(=O)Nc1ccc(F)cc1 (centres undefined)	-0.6%	-1%	?	i	-2%	-0.2	-5%	18%	-2%
CCOc1ccc(Nc2c(S(=O)(=O)c3ccccc3)cnc3ccc(CC)cc23)cc1	2.9%	/	11µM*	/	-27%	/	?	-20%	-30%
CCOCCCNC(=O)C1CCCN(S(=O)(=O)c2cccc3nsnc23)C1 (centres undefined)	-0.3%	5%	0%	i	-6%	-1.0	-2%	-8%	2%
COc1ccc(Cl)cc1NC(=O)c1nnn(CC(=O)Nc2cc(C)cc(C)c2)c1N	3.7%	-2%	-1%	i	3%	-2.5	2%	6%	1%
CC(C)CO/C(=N/S(=O)(=O)c1ccccc1)c1ccccc1	-1.2%	1%	?	i	3%	0.0	-11%	18%	-18%
CN(CC1CCCN(CCc2ccc(Cl)cc2)C1)C(=O)CC(F)(F)F (centres undefined)	-0.7%	4%	-9%	i	-6%	2.2	-2%	-9%	2%
CCc1ccc(-c2cc(C(=O)N/N=C/c3ccccn3)[nH]n2)cc1	0.2%	-1%	-11%	i	-10%	2.5	-9%	21%	-14%
O=C(CSc1ncc(-c2ccc(F)cc2)n1Cc1ccco1)Nc1ccc2c(c1)OCO2	2.4%	/	?	i	-31%	2.1	?	-45%[inhibitor]	-11%
Cc1ccc(S(=O)(=O)N2CCC(C(=O)NNC(=O)c3ccccc3O)CC2)cc1C	-0.2%	1%	?	i	-11%	-2.4	-21%	0%	0%
CCOC(=O)C(NC(=O)CC)(Nc1ccc(S(=O)(=O)Nc2ncccn2)cc1)C(F)(F)F (centres undefined)	-0.8%	-2%	0%	i	-7%	-3.5	3%	9%	-7%
COc1ccc(C2CC(=O)Nc3c2c(C)nn3-c2nncc(-c3ccccc3)n2)c(OC)c1OC (centres undefined)	11%	/	1%	/	-10%	/	3%	-30%[inhibitor]	3%
Cc1ccc(S(=O)(=O)NN)c(C)c1N1CCCC1=O	0.3%	4%	-5%	i	-3%	-4.8	0%	13%	4%
O=C(NCc1ccccc1)c1ccc2c(=O)n(CC3CCCO3)c(=S)[nH]c2c1 (centres undefined)	3.6%	1%	22%	i	-16%	-2.3	?	21%	-9%
O=C(CSCc1ccccc1)N=Nc1c(O)[nH]c2ccccc12	4.3%[9.22 µM]	1%	-21%	i	-8%	-2.4	11%	10%	8%
CC1Cc2ccccc2N1C(=O)c1ccc2nccnc2c1 (centres undefined)	-0.4%	-13%	-1%	i	4%	0.7	?	1%	-5%
O=[N+]([O-])c1cccc(S(=O)(=O)Nc2ccc(Cc3ccncc3)cc2)c1	0.4%	0%	-28%	i	-23%	0.8	16µM*	-6%	2%
Cn1nnnc1SCc1ccc(C(=O)Nc2ccc(Br)cc2)cc1	4.2%	-4%	0%	i	-8%	-1.2	?	10%	-12%
O=C(NC(=S)Nc1ccc(Cl)cc1Cl)C1CC1	0.5%	2%	-22%	i	-13%	-0.1	?	?	4%
CC(C)c1ccc(OCC(=O)NC(Cc2c[nH]c3ccccc23)C(=O)O)cc1 (centres undefined)	0.0%&-0.3%	-9%	4%&11%	i	2%&2%	0.1	?	-5%&7%	3%&2%
Cc1ccc2nc(NC(=O)c3nc(SCc4ccccc4F)ncc3Cl)sc2c1	-1.1%	/	23%	/	7%	/	10%	-2%	5%
COC(=O)C(CCSC)NC(=O)/C=C/c1ccc(OC)cc1 (centres undefined)	2.9%	1%	8%	i	2%	-1.6	9%	-1%	5%
CC1(C(=O)NS(=O)(=O)c2cccc(F)c2)CCN1C(=O)C1(c2ccc(Cl)cc2)CCC1 (centres undefined)	-0.2%	/	-3%	i	-3%	0.1	/	2%	/
COc1ccc(C(=O)NC(=S)Nc2ccccc2N2CCCCC2)cc1[N+](=O)[O-]	6.7%	-1%	0%	i	11%	2.0	0%	?	-3%
CN(C)CCNC(=O)c1ccc2c(c1)N(Cc1ccccc1)C(=O)c1ccccc1S2(=O)=O	3.1%	/	/	/	-17%	/	1%	-31%[inhibitor]	0%
CCN1C(C(=O)c2ccccc2)=C(OC(=O)C(C)C)c2ccccc2S1(=O)=O	0.4%	/	11µM*	/	-38%	/	?	-46%[inhibitor]	?
C=CCn1c2ccccc2c2nnc(SCCN3CCOCC3)nc21	-0.9%	1%	-12%	i	-27%	-2.1	-10%	1%	-10%
COc1ccc(C(=O)N(C)Cc2ccc(OC)c(OC)c2OC)cc1S(=O)(=O)N1CCOCC1	-0.2%	/	1%	i	-6%	0.8	-29%	-2%	1%
CC(=O)c1ccc(NC(=O)c2noc3c2CCCCC3)cc1	-0.8%	-2%	-2%	i	-17%	-1.9	?	0%	-18%
COc1ccc(C(=O)N(C)C2CCCCC2)cc1OC1CCN(C(C)C)CC1	-0.2%	2%	-7%	i	-44%	1.2	18%	-1%	-4%
Cc1csc(-c2cnn(-c3ccccc3)c2NC(=O)c2ccccc2)n1	2.9%	-1%	-1%	i	-3%	1.0	9%	-6%	-3%
CC(Sc1nnc(NC2CCCCC2)s1)C(=O)Nc1ccc2c(c1)C(=O)c1ccccc1C2=O (centres undefined)	5.2%	1%	?	i	1%	2.9	26%	15%	-7%
O=C(Cn1cnc2c(cnn2-c2ccccc2)c1=O)Nc1ccc(S(=O)(=O)N2CCOCC2)cc1	2.4%	-3%	?	i	-9%	-0.7	-29%	9%	15%
Cc1nc2c(Cl)cccc2[nH]1	0.4%	1%	10%	i	-1%	1.9	6%	18%	2%
CC(=O)Nc1ccc(C(=O)COC(=O)C2CC2C)c(F)c1 (centres undefined)	0.5%	-1%	1%	i	-2%	-6.9	6%	-5%	1%
O=C(Nc1nc2n(n1)C(c1ccc(F)cc1)C=C(c1ccc(Cl)cc1)N2)c1ccc([N+](=O)[O-])cc1 (centres undefined)	7.5%	/	-19%	/	-32%	/	?	6%	-1%
COc1ccc(C(=O)NC2CC3CCCC(C2)N3CC(C)C)cc1OC (centres undefined)	0.4%	-1%	10%	i	2%	0.4	7%	-4%	-1%
CC[C@]12c3[nH]c4cc(CCC(=O)N(C)C)ccc4c3CCN1C(=O)[C@@H](CC(=O)NCCc1ccccn1)C[C@@H]2C(=O)N1CCN(C(=O)c2ccco2)CC1	0.8%	2%	-4%	i	12%	1.5	?	0%	-3%
CCOC(=O)c1c(N)sc(C(=O)N2CCOCC2)c1C	0.3%	-2%	6%	/	3%	-4.3	/	-4%	1%
O=C(NCc1ccc2c(c1)CCN2C(=O)c1ccc(Cl)cc1)c1ccco1	4.5%	/	-8%	/	2%	/	/	-5%	-4%
CC(=O)c1c(C)[nH]c(C(=O)Nc2nc(-c3ccccc3)c(C)s2)c1C	1.6%	3%	10%	i	4%	0.5	15%	0%	11%

Of the compounds above, these have a CF3 group:
SMILES	Nrf2 activator	Mm-Cpn inhibitor	TGFb SMAD3 inh	Akt phos inh	HepG2 viability	CCT chaperon mod	Nrf2 inh	Abeta yeast res	A549 tox
CN(CC1CCCN(CCc2ccc(Cl)cc2)C1)C(=O)CC(F)(F)F (centres undefined)	-0.7%	4%	-9%	i	-6%	2.2	-2%	-9%	2%
CCOC(=O)C(NC(=O)CC)(Nc1ccc(S(=O)(=O)Nc2ncccn2)cc1)C(F)(F)F (centres undefined)	-0.8%	-2%	0%	i	-7%	-3.5	3%	9%	-7%

Further results.
SMILES	Nrf2 activator	Mm-Cpn inhibitor	TGFb SMAD3 inh	Akt phos inh	HepG2 viability	CCT chaperon mod	Nrf2 inh	Abeta yeast res	A549 tox
N#Cc1ccc(N2CCN(C(=O)c3cccs3)CC2)c(F)c1	4.7%	-4%	0%	i	-7%	2.0	-1%	0%	-9%
Nc1cc(S(=O)(=O)N2CCCCC2)ccc1Oc1ccc(Cl)cc1	3.9%	-2%	?	i	0%	-3.1	?	-14%	1%
Cc1ccc(NC(=S)N2CCN(C(=O)c3ccccc3)CC2)c(C)c1	2.6%	-3%	-5%	i	1%	4.8	1%	3%	1%
CCN(CC)c1ccc(NC(=O)CN2CCN(CC(=O)Nc3ccc(F)cc3)CC2)cc1	2.2%	-1%	8%	i	-12%	-1.7	/	12%	-1%
Cc1cccc(CCNC(=O)C2CCN(S(=O)(=O)N3CCOCC3)CC2)c1	0.3%	-1%	-12%	/	-18%	-0.9	?	5%	-5%
COc1ccc(OC)c(/C=N/NC(=O)CCc2c(C)n[nH]c2C)c1	0.1%	1%	-24%	i	-9%	-2.2	10%	-4%	2%
Cc1ccc(C)c(S(=O)(=O)N/N=C/c2ccc(C(=O)O)cc2)c1	-1.5%	-1%	0%	i	8%	0.6	3%	-21%	1%

Compound activity (PubChem BioAssay)
